Source: PubChem (National Center for Advancing Translational Sciences (NCATS))
IMPase Li inh: cell-permeable IMPase inhibitors with lithium potentiation; CHO-M1 cells, IP1 TR-FRET (IP-One), carbachol + lithium; Potency, µM (titrated, usually from 59.4 µM), for the others: at the highest dose activity, negative = IMPase inhibition, most hits filed as inhibitors; 210,000 tested, 0.35% active; AID 1457;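 further: IP1 builds up when IMPase is blocked and the TR-FRET signal falls; potency means the concentration at half of the fitted maximal effect; plate controls were basal vehicle for no effect and high inhibitor control for full effect; nearly all actives have a fitted effect of over 50% in size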
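CHO cells stably expressing M1 receptor (2000/well, cultured 16–30 h) treated 30 min at 37C with compound plus low lithium. Cytosolic IP1 by TR-FRET (665/620 ratio and 620 channel) after 10 min lysis; AC50 by Hill fit.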
HTT aggregate: inhibitors of mutant huntingtin aggregate formation in PC12 cells; AID 1688; 220,000 tested, 1.1% active; PC12 HttQ103-GFP aggregates, Acumen cytometry, 40 h; Potency, µM (series often up to 46.1 µM), inactives show top-dose activity change, negative = inhibition, most hits filed as inhibitors; further: potency means the concentration at half of the fitted maximal effect; on the % scale 0 is the no-effect control and ±100 the full control effect; nearly all actives have a fitted effect of over 60% in size
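Read-out: GFP aggregate count by laser scanning cytometer (488 nm excitation, 500-530 nm emission, 1–25 µm objects >6 SD above background). Cells: PC12, inducible HTTex1-Q103-GFP, 100 nM tebufenozide; compounds titrated.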
CBFb RUNX1 block: inhibitors of human CBF-beta and RUNX1 interaction; AlphaScreen CBFb-His/RUNX1-biotin binding, biochemical; Potency, µM (highest dose often 59.8 µM), for inactives: at the highest dose activity, negative = inhibition, hits mostly inhibitors; 230,000 tested, under 10 active; further: % of control where 0% means no effect
Target sequence (Q01196 whole entry, looked up): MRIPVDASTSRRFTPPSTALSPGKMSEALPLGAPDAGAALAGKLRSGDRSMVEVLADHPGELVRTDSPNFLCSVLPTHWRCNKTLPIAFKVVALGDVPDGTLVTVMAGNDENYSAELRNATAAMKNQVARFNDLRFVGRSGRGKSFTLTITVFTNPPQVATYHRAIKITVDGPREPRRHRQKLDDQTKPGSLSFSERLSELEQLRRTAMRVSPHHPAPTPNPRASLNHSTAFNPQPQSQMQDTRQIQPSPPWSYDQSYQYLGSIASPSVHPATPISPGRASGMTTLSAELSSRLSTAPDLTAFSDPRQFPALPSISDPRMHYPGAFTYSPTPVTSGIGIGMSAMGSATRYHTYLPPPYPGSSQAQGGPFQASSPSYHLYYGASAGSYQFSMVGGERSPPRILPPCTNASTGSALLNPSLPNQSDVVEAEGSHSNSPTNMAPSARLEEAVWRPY
Target sequence (Q13951 whole entry, looked up): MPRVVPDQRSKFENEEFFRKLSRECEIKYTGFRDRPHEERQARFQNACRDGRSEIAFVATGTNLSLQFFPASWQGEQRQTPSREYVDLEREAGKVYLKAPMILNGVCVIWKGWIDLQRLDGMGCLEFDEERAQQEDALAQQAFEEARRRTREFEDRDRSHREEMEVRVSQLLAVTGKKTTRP
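Proteins preincubated together for 20 min at RT before compound addition; 15 min later, nickel and streptavidin beads were added and left 90 min prior to AlphaScreen measurement.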
Luc counter: blocks Kinase-Glo luciferase, a counter-screen artifact. AID 1379. Kinase-Glo luciferase, ATP luminescence, 8 min. Q27757. 200,000 tested, 0.28% active. Potency, µM (titrated, usually from 38.3 µM), for inactives: at the highest dose activity change, negative = inhibition, hits mostly inhibitors; further: potency means the concentration at half of the fitted maximal effect; on the % scale 0 is the no-effect control and ±100 the full control effect; nearly all actives have a fitted effect of over 60% in size
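Compounds were added to a substrate mix at pH 7.2 (50 mM imidazole, 10 uM ATP, within the enzyme's linear range), followed by Kinase-Glo detection reagent; luminescence was measured after 8 minutes at ambient temperature.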
Epigenetic derep: epigenetic control regulation, reporter derepression | murine LDR cells, GFP reporter derepression, 30 h | Potency, µM (top dose mostly 53.9 µM), for the others: at the top dose GFP activation, most hits filed as activators | 280,000 tested, 0.2% active | AID 1865; further: potency means the concentration at half of the fitted maximal effect; % of control where 0% means no effect; nearly all actives have a fitted effect of over 60% in size
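Murine LDR cells bearing a silenced CMV-driven GFP reporter were exposed to compound for 30 h at 37 C. After PBS washes, GFP-positive cells (20-120 um objects) counted by laser-scanning microplate cytometry.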
NPSR antagonist: antagonists of human neuropeptide S receptor cAMP signaling; Q6W5P4; CHO-NPSR cells, cAMP TR-FRET, antagonist mode; Potency, µM (top dose mostly 38.3 µM), without a hit: at the top dose activity change, negative = inhibition, hits mostly inhibitors; 220,000 tested, 1% active; further: potency means the concentration at half of the fitted maximal effect; on the % scale 0 is the no-effect control and ±100 the full control effect; nearly all actives have a fitted effect of over 50% in size; many of its hits are not listed in these tables
Target sequence (Q6W5P4 whole entry, looked up): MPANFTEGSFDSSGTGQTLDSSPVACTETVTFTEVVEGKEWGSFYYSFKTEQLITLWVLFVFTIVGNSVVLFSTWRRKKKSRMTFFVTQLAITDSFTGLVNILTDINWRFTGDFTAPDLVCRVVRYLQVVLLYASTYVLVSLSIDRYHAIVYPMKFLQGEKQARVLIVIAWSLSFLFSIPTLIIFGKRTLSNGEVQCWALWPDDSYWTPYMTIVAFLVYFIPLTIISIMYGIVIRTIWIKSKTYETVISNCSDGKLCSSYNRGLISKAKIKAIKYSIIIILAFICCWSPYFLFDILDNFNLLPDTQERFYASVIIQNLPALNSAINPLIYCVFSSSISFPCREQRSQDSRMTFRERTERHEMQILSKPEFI
Lamin A splicing: changes lamin A minigene splicing in HeLa cells; HeLa LMNA splicing GFP/RFP minigene ratio, 48 h; Potency, µM (top dose mostly 46.1 µM), for the others: top-dose ratio change, negative = inhibition, hits mostly inhibitors; 200,000 tested, 0.01% active; AID 1487; active means well fitted inhibition curve with a large enough effect in the signal ratio, with a control signal flat, not every such curve was filed as active; inconclusive means small, poorly fitted or top-dose-only effect, or effect the other way, or a change in a side signal; the % refers to the signal ratio; further: potency means the concentration at half of the fitted maximal effect; on the % scale 0 is the no-effect control and ±100 the full control effect
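Read-out is the ratio of GFP to DsRed2 object intensity, acquired by 488 nm laser-scanning cytometry on HeLa lamin A-EGFP minigene reporter cells. Compound incubation 48 hrs at 37 °C in Opti-MEM with 2% FBS; DMSO 0.5% final.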
Active calls of the source: *; ? = inconclusive; nt = no result given; & = joins results of further samples; [ ] = remark or other dose. Unless noted, the call rests on the fitted dose curve; in most records, active means well fitted curve in the direction sought with a large enough effect; inconclusive means small, poorly fitted or top-dose-only effect, or another doubt; inactive means no such curve, though single readings can be large; an effect the other way counts as inactive or inconclusive. Some of the compounds tested (hit frequency here may not be typical).

Every second line gives: IMPase Li inh	HTT aggregate	CBFb RUNX1 block	Luc counter	Epigenetic derep	NPSR antagonist	Lamin A splicing
> COCCNC(=S)N1CCc2cc(OC)c(OC)cc2C1COc1ccc(F)cc1 (stereo not drawn)
  23%	10%	15%	3%	-5.3%	-10%	?
> CCCCn1c(=O)[nH]c(=O)c2c1nc(-c1ccc(CC)c([N+](=O)[O-])c1)n2C
  3%	29%	1%	2%	1.9%	-8%	-21%[46 µM]
> CC(C)c1ccc(S(=O)(=O)/N=C2/C=CC(=O)c3ccccc32)cc1
  4%	?	?	-11%	-0.7%	-12%	26%[46 µM]
> CC1CC(C)CN(S(=O)(=O)c2ccc(Oc3ccc([N+](=O)[O-])cc3)cc2)C1 (stereo not drawn)
  14%	-6%	-2%	-3%	0.0%	-48%	-9%
> Cc1ccc(C(=O)OCC(=O)Nc2ccc3c(c2)OCO3)cc1S(=O)(=O)N1CCOCC1
  -6%[38.3 µM]	-6%	-6%	4%	-0.9%	-11%[46.1 µM]	5%[0.0737 µM]
> N#Cc1c(SCC(N)=O)nc2c(c1-c1ccc(O)cc1)CCCC2
  31%[activator][38.3 µM]	-13%	12%	-2%	1.0%	-7%[46.1 µM]	-2%
> c1ccc(Nc2nc(-c3ccccn3)cs2)cc1
  -7%[38.3 µM]	-6%	?	-3%	-0.7%	?	-5%
> CC(C)C(=O)N1c2ccccc2NC2=C(C(=O)CCC2)C1c1ccc(N(C)C)cc1 (stereo not drawn)
  nt	16%	-9%	nt	-1.1%	-8%[46.1 µM]	?
> O=C(OCc1ccccc1)c1cn(-c2ccccc2)nc1-c1ccncc1
  34%[activator][38.3 µM]	6%	8%	-4%	0.0%	?	1%
> CC(=O)Nc1nc2ccc(NC(=O)c3ccco3)cc2s1
  15%[38.3 µM]	-17%	2%	-6%	-1.4%	-11%[46.1 µM]	-18%
> CCOC(=O)C(C(=O)OCC)C(CC(=O)C1CC1)c1ccccc1 (stereo not drawn)
  2%[38.3 µM]	24%	5%	-6%	-2.2%	-20%[46.1 µM]	-1%
> Cc1ccc(OCC(=O)Nc2cc(S(=O)(=O)N3CCCCC3)ccc2C)c([N+](=O)[O-])n1
  -13%	?	-7%	-1%	1.0%	9%	-6%
> O=C(CCN1C(=O)/C(=C/C=C/c2ccccc2)SC1=S)Nc1cccnc1
  -4%	?	-5%	3%	2.0%	-43%	0%
> Cc1cccc(NC(=O)CSc2nnc([C@@H]3CCCN3C(=O)OC(C)(C)C)o2)c1C
  -13%[38.3 µM]	13%	-2%	13%	0.2%	-15%[46.1 µM]	?
> CN(C(=O)CCc1nnc(CCCCc2ccccc2)o1)C1CC(C)(C)NC(C)(C)C1
  9%	9%[9.22 µM]	-4%	2%	-1.1%	-6%	-6%[46 µM]
> COc1cc(CN2CC(=O)N(c3ccc(C)c(C)c3)C2=S)cc(OC)c1OC
  1%	12%	0%	1%	1.0%	2%	-16%
> CC(=O)c1ccc(OCc2cc(=O)n3ccsc3n2)cc1
  ?	-8%	-1%	-14%	-3.9%	16%	?
> Cc1cc(=O)oc(C)c1C(=O)N1CCCCC1
  -13%[38.3 µM]	-1%	3%	-2%	-0.2%	-3%[46.1 µM]	4%[0.0737 µM]
> CCN(CC)CCNC(=S)Nc1ccc(Cl)cc1
  -3%	-11%	-7%	3%	5.3%	1%[46.1 µM]	-6%
> COC(=O)CSc1nc(N)c2c3c(sc2n1)C(c1ccccc1)SC(c1ccccc1)C3 (stereo not drawn)
  4%	30%	-13%	-1%	?	13µM*	?
> COc1cc(CNC2CCCCCC2)cc(OC)c1O
  7%[38.3 µM]	2%	1%	-3%	-1.2%	-18%[46.1 µM]	-1%
> O=C(CCc1ccccc1)NNC(=O)c1ccc(NC(=O)c2ccccc2)cc1
  -5%	0%	8%	-1%	0.0%	15%	5%
> O=P(COc1ccccc1)(c1ccccc1)c1ccccc1
  -2%[38.3 µM]	-4%	1%	-2%	0.8%	-7%[46.1 µM]	4%[0.0737 µM]
> COc1cccc(NC(=O)CSc2nc3ccccc3c(=O)n2CCCC(=O)NCCCN2CCOCC2)c1
  6%	-20%	2%	12%	0.2%	-27%	-8%[46 µM]
> Cc1[nH]c2ccccc2c1C(=O)Cn1c(=O)oc2ccccc21
  -2%[38.3 µM]	-16%	5%	0%	-1.0%	-12%[46.1 µM]	?
> Cc1ccc(S(=O)(=O)N(C)C)cc1NC(=O)c1cc(C(C)(C)C)nn1Cc1ccccc1
  nt	8%[9.22 µM]	2%	nt	0.0%	?	nt
> CCc1noc(C)c1C(=O)N1CCCC(CCC(=O)NCc2ccc(F)c(F)c2)C1 (stereo not drawn)
  2%	-4%[9.22 µM]	7%	nt	-0.2%	29%	nt
> O=C(c1ccccc1)c1cccc(NC(=O)c2ccco2)c1
  -4%[38.3 µM]	-17%	-2%	-5%	5.6%	-1%[46.1 µM]	?
> CCOc1cc(N2CCOCC2)c(OCC)cc1NC(=S)NCCCOC
  1%	-6%	-12%	0%	-1.4%	-4%	nt
> CC1(C)CC(=O)c2cn3nc(C(F)(F)F)nc3nc2C1
  22%[38.3 µM]	4%	-1%	-8%	-0.4%	-1%[46.1 µM]	10%
> Cc1ccc(S(=O)(=O)Nc2ccccc2C(=O)Nc2nc(-c3ccc(F)cc3)cs2)cc1
  13%	9%	-9%	3%	-1.0%	?	?
> Oc1ccccc1C(=S)N1CCN(c2cccc(Cl)c2)CC1
  9%	7%[9.22 µM]	-7%	2%	0.5%	12%	14%[46 µM]
> Cc1ccc(S(=O)(=O)/C=C/C#N)cc1
  -4%	nt	8%&7%	nt	0.0%	nt	nt
> CCOC(=O)c1cccc2c(=O)c(C(=O)c3ccc(Cl)cc3)c(C(=O)OC)[nH]c12
  -1%	-5%	3%	4%	-1.0%	6%	?
> CCOc1ccc(N(CC(=O)Nc2cccc(N(C)S(C)(=O)=O)c2)S(=O)(=O)c2ccccc2)cc1
  -3%	-2%	-6%	-1%	2.6%	-19%	?
> COc1nc(-c2ccccc2)cc(-c2ccccc2)n1
  2%[38.3 µM]	6%	?	0%	-1.0%	-18%[46.1 µM]	-9%
> O=C(NCc1ccc2c(c1)OCO2)c1ccc(N2CCCCCC2)c([N+](=O)[O-])c1
  6%	-7%	-1%	5%	-1.0%	-24%	?
> Cc1cc[n+](CC(=O)N2CCCc3ccccc32)cc1
  14%	0%	6%	0%	1.6%	12%	6%[46 µM]
> CCOC(=O)c1cnc(-n2nc(C)cc2C)nc1N1CCOCC1
  -4%[38.3 µM]	1%	-3%	0%	3.2%	-23%[46.1 µM]	-1%
> CN(CC(=O)Nc1ccc(N2CCOCC2)cc1)C(=O)C1CCCC1
  6%	14%	14%	4%	-0.5%	2%	-22%[46 µM]
> C=CCSc1nc(=O)n2ccccc2n1
  -4%	-15%	0%	3%	1.1%	-3%	nt
> C=CCOC(=O)C1=C[C@H](c2ccccc2)[C@@H](CCCO)[C@H](OCC)O1
  -9%	-10%[9.22 µM]	15%	nt	-2.9%	19%	nt
> COc1ccccc1-c1nnc(SCc2nc3ccccc3s2)n1C
  0%[38.3 µM]	-11%	-1%	1%	4.3%	-5%[46.1 µM]	?
> COc1ccccc1-n1c(SCC(=O)NC2CCCCC2)nc2c(c1=O)SCC2
  6%[38.3 µM]	1%	0%	-2%	1.4%	-12%[46.1 µM]	-5%
> COc1cc(/C=C2\CCOC2=O)cc(OC)c1OC
  nt	0%[9.22 µM]	4%	nt	0.0%	-15%[7.67 µM]	nt
> Cc1ccc2c(c1)C(=O)[C@@]1(O)CCN(c3ccccc3)C1=N2
  8%	nt	-23%[21.7 µM]	0%	3.9%	nt	nt
> O=C1/C(=C/c2cccs2)SC(=S)N1C1CCS(=O)(=O)C1 (stereo not drawn)
  nt	6%[9.22 µM]	-1%	nt	0.1%	-20%	nt
> COc1cc(C(=O)NCC(=O)OCc2cc(=O)oc3c(C)c(C)ccc23)cc(OC)c1OC
  -2%	-1%	-5%	0%	1.1%	-5%	?
> COc1ccc(S(=O)(=O)NC(N)=NCCc2ccccc2OC)cc1
  -10%	-12%	0%	0%	1.1%	9%	19%[46 µM]
> C/C(Cc1ccccc1)=N\NC(=O)CNC(=O)c1ccc(Cl)cc1Cl
  nt	6%[9.22 µM]	-10%	nt	3.1%	-19%	nt

Record cards, from the list above. Order of values: IMPase Li inh | HTT aggregate | CBFb RUNX1 block | Luc counter | Epigenetic derep | NPSR antagonist | Lamin A splicing
O=C1/C(=C/c2cccs2)SC(=S)N1C1CCS(=O)(=O)C1 (stereo not drawn) in the list: nt | 6%[9.22 µM] | -1% | nt | 0.1% | -20% | nt
C=CCSc1nc(=O)n2ccccc2n1 in the list: -4% | -15% | 0% | 3% | 1.1% | -3% | nt

(continued)
Every second line gives: IMPase Li inh	HTT aggregate	CBFb RUNX1 block	Luc counter	Epigenetic derep	NPSR antagonist	Lamin A splicing
> CCN1CCc2nc(NC(=O)Cc3ccc4c(c3)OCCO4)sc2C1
  6%[38.3 µM]	5%	-15%	2%	1.5%	-7%[46.1 µM]	6%
> Cc1cc(C)n(CC(O)CN(c2ccccc2)S(=O)(=O)c2ccc3ccccc3c2)n1 (stereo not drawn)
  -1%	32%	-13%	0%	-1.1%	-30%	?
> CC(=O)Nc1ccc(OCCC[n+]2ccccc2)cc1
  1%	0%[9.22 µM]	3%	-7%	0.0%	0%	17%[46 µM]
> Cc1nnc(SCc2cc(=O)[nH]c(/N=C(\N)Nc3ccccc3Sc3ccccc3)n2)s1
  nt	21%	-2%	nt	7.5%	3%	nt
> CC(=O)c1ccc(N2CCN(C(=S)Nc3cc(C)ccc3C)CC2)cc1
  2%	12%	-4%	-1%	2.0%	-22%	-11%
> CCCNC(=O)c1ccc2nc(-c3ccccc3)c(-c3ccccc3)nc2c1
  31%[activator][38.3 µM]	-20%	6%	3%	-0.4%	-20%[46.1 µM]	-10%
> CCOCCCNC(=O)C(Cc1ccccc1)NS(=O)(=O)c1ccc2c(c1)c(=O)n(C)c(=O)n2C (stereo not drawn)
  -4%	11%	-6%	4%	-0.3%&1.1%	24%	nt
> Nc1nc(-c2ccccn2)nc(N)c1Cc1c(F)cccc1Cl
  8%	?	nt	-2%	-0.1%	0%	4%[46 µM]
> O=C(CCCOc1ccccc1)n1nnc2ccccc21
  11%[38.3 µM]	29%	8%	13%	-0.9%	1%[46.1 µM]	-8%
> COc1ccc(NC(=O)CCCN2C(=O)C3C4C=CC(C4)C3C2=O)c(OC)c1 (stereo not drawn)
  9%	-3%	9%	-2%	-1.2%	-4%[46.1 µM]	-2%
